# KCNH2 3.1 inh = inhibitors of human KCNH2 3.1 potassium channel isoform; U2OS KCNH2 3.1, thallium flux FluxOr; hits give low values; activity change, % (tested at about 1.8 µM); 340,000 compounds, 0.95% hits;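 active = maximum activity change below -70%; inconclusive = maximum activity change from -70% to -50%; inactive = maximum activity change above -50%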;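 also: thallium influx rate constant from kinetic fluorescence after stimulation buffer; % is scaled to controls: 0 for no effect and ±100 for the full control effect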
#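 We transduce U2OS cells with the mutant 3.1 virus, culture them overnight, load FluxOr with Red40 quencher for 45 min, then add stimulation buffer and read kinetically for 2 min to derive a normalized rate constant.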
# TRPV1 agonist = activates the human vanilloid receptor TRPV1; Q8NER1; TRPV1-expressing cells, Fluo-8 calcium influx, agonist mode; activation, % at 8.33 µM; 320,000 compounds, 0.19% hits; AID 540275; in the data active = activation above about 80%; inconclusive = between about 30% and that limit; also: 0% is about no effect
#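 TRPV1-expressing cells were cultured overnight at 35.5C and loaded with Fluo-8 calcium dye for 40 to 90 min at room temperature. After a 10 s baseline, compound was added and calcium influx was read kinetically for 3 min (ex 480/em 520 nm).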
# GALK inh = galactokinase (human) inhibition; P51570; Purified GALK, Kinase-Glo residual ATP luminescence; Potency, µM (top dose mostly 57.5 µM), without a hit: at the top dose activity change, negative = inhibition, usual class: inhibitors; 270,000 compounds, 0.007% hits; AID 1868; also: potency is read from the fitted curve at half-maximal effect; % is scaled to controls: 0 for no effect and ±100 for the full control effect
# Target sequence (P51570 whole entry, looked up): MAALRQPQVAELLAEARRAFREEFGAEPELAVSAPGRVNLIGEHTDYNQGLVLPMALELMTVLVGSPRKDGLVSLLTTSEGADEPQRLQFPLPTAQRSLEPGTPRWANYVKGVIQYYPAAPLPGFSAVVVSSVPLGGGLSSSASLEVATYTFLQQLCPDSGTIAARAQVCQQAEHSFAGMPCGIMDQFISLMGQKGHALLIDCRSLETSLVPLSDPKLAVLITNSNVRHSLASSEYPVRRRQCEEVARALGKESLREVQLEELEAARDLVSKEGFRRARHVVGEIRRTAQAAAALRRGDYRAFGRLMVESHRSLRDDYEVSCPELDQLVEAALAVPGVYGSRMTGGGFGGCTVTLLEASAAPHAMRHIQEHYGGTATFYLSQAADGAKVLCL
#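 Compounds were pin-transferred into ATP buffer (35 uM final), then GALK plus galactose (5 nM, 100 uM final) was added. After 1 h at room temperature, Kinase-Glo Plus was added and luminescence read after 10 min.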
# Integrin act MD = activators of alpha7 integrin expression for muscular dystrophy; alpha7betagal myoblasts, beta-gal FDG fluorescence, 48 h; Potency, µM (titrated, usually from 38.3 µM), for inactives: at the top dose activation, actives largely listed as activators; 350,000 compounds, 0.064% hits;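 also: potency is read from the fitted curve at half-maximal effect; 100% = response of the positive control SU9516; nearly all actives have a fitted effect of over 60% in size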
#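 Alpha7betagal+/- myoblasts (passage 13) were plated 16-24 hr, then exposed to compounds (1:260 dilution of DMSO stock) for 48 hours at 37C. After MPER lysis, β-galactosidase reporter activity was read as FDG fluorescence (ex 480/em 540) after 30 minutes.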
# ASM inhibitor = inhibitors of human secretory acid sphingomyelinase; P17405; placental ASM, HMU-PC fluorogenic substrate, 60 min; Potency, µM (highest dose often 57.5 µM), for inactives: at the top dose activity change, negative = inhibition, hits mostly inhibitors; 340,000 compounds, 0.006% hits; AID 504937; also: potency is read from the fitted curve at half-maximal effect
# Target sequence (P17405 47-631 limits assumed): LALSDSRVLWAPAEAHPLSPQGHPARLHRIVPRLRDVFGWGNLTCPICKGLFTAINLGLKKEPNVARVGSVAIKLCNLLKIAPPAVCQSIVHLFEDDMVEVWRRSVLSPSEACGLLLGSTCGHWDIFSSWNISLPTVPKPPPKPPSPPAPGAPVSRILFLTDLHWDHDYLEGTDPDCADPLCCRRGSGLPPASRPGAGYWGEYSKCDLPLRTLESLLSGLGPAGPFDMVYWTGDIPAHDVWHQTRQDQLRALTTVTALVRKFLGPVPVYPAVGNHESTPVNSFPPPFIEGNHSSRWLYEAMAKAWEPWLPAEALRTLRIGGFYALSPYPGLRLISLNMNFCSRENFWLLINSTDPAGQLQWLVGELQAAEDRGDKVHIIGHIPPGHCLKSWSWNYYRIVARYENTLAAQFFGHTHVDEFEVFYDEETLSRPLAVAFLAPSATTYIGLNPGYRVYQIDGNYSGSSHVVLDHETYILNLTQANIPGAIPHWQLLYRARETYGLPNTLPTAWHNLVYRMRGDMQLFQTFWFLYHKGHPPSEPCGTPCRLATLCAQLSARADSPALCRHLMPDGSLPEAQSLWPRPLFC
#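 Steps: dispense placental human ASM, pin compound, wait 10 min at room temperature, add HMU-PC0 substrate at 9 uM final, incubate 60 min at 37 °C, add stop solution raising pH to 10, read fluorescence.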
# MBNL1-CUG inh = inhibitors of human MBNL1 binding to CUG repeat RNA; Potency, µM (highest dose often 57.5 µM), for inactives: at the highest dose activity change, negative = inhibition, usual class: inhibitors; TR-FRET MBNL1-His/biotin-(CUG)12 binding, 665/545 ratio; AID 2675; 280,000 compounds, 0.036% hits; active = well fitted inhibition curve with a large enough effect in the signal ratio, with a control signal flat, not every such curve was filed as active; inconclusive = small, poorly fitted or top-dose-only effect, or effect the other way, or a change in a side signal; inactive = no such curve, though single readings can be large or run the other way; the % refers to the signal ratio; also: potency is read from the fitted curve at half-maximal effect; % is scaled to controls: 0 for no effect and ±100 for the full control effect
#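 MBNL1-His + Biotin-(CUG)12, cpd titration 92 nM–58 uM; Tb anti-His Ab 0.055 ng/ul, SA-XL665 5 nM (final); 60 min RT; ratiometric 665/545 nm, Ex 340 nm; normalized to buffer and full-complex controls.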
# MLL CXXC-DNA inh = inhibitors of human MLL CXXC domain-DNA interaction | MLL-CXXC / FITC-HOXA9 DNA fluorescence polarization | Potency, µM (series often up to 115 µM), inactives show top-dose activity change, negative = inhibition, usual class: inhibitors | 290,000 compounds, 0.037% hits; active = well fitted inhibition curve with a large enough effect in the polarisation, with a control signal flat, not every such curve was filed as active; inconclusive = small, poorly fitted or top-dose-only effect, or effect the other way, or a change in a side signal; inactive = no such curve, though single readings can be large or run the other way; the % refers to the polarisation; also: potency is read from the fitted curve at half-maximal effect
#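 Steps: dispense CXXC domain solution (7 uM) → pin compounds or unlabeled HOX-A9 DNA control → 5 min ambient → add FLSN-HOX-A9 solution (50 nM) → spin → 30 min ambient → fluorescence polarization. Tris pH 7.5/NaCl/DTT/BSA buffer.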
# KCNH2 WT inh = KCNH2 (human, wildtype) channel inhibition | Q12809 | U2OS, BacMam KCNH2, thallium flux FluxOr; hits give low values | activity change, % at 1.84 µM | 340,000 compounds, 0.37% hits;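 active = maximum activity change below -70%; inconclusive = maximum activity change between -70% and -50%; inactive = maximum activity change above -50%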; also: % is scaled to controls: 0 for no effect and ±100 for the full control effect
#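 U2OS cells were transduced with wild-type KCNH2 virus (2.03 x 10^8 / mL) for 4 h at room temperature, then cultured overnight at 37 C. Thallium flux was read with FluxOr dye. Rate constants were normalized to DMSO controls.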
# AT treatment = candidate therapy for ataxia-telangiectasia. […] A-T fibroblasts, KAP-1 phosphorylation AlphaLISA; neocarzinostatin DNA damage 30 min before lysis. Potency, µM (titrated, usually from 57.5 µM), without a hit: at the top dose activation, most hits filed as activators. 320,000 compounds, 0.19% hits. AID 485349; also: potency is read from the fitted curve at half-maximal effect; % of control where 0% means no effect; nearly all actives have a fitted effect of over 45% in size
#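 ATM-like activity read as KAP-1 phosphorylation via AlphaLISA donor/acceptor antibody pairs after lysis and 6 hr at 25C. Cells were ATM-null patient fibroblasts ([…], hTERT), dosed 60 min, then exposed to the DSB inducer NCS for 30 min.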
# FBPA coupling cs = coupling enzyme interference in Giardia aldolase counter-screen; coupling enzyme system counterscreen, AmpLite Red fluorescence; activity change, negative = inhibition, % at 58.2 µM, hits read low; 290,000 compounds, 0.67% hits; in the data active = activity change below about -30%; also: % is scaled to controls: 0 for no effect and ±100 for the full control effect
#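 First, compound is pin-transferred into glyceraldehyde-3-phosphate coupling-enzyme reagent at 57.5 uM final and held 10 min at RT. Next, substrate, coupling system and AmpLite Red are added. After 20 min RT, fluorescence (525/598 nm) is read.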
# * = called active by the depositor; i = inactive; ? = inconclusive; · = no result given; [ ] = dose if it differs, or a comment. Unless noted, calls follow the shape of the dose curve; as a rule, active = well fitted curve in the direction sought with a large enough effect; inconclusive = small, poorly fitted or top-dose-only effect, or another doubt; inactive = no such curve, though single readings can be large; an effect the other way counts as inactive or inconclusive. Not a hit list. Share with any hit: about 2%.
mol,ASM inhibitor,FBPA coupling cs,TRPV1 agonist,Integrin act MD,AT treatment,KCNH2 WT inh,MLL CXXC-DNA inh,MBNL1-CUG inh,GALK inh,KCNH2 3.1 inh
CCc1nnc(NC(=O)[C@@H](NC(=O)c2ccc(OC)cc2)C(C)C)s1,1%,0,-1,14%,-4%,-5,9%,-5%,-1%,19
COc1ccccc1NC(=O)/C(C#N)=C/c1cccnc1,3%,0,0,5%,-3%,-1,?,-5%,0%,4
CC(C)C(=O)Nc1csc(C(F)(F)F)c1-c1ccccc1,5%,1,9,0%,12%,3,0%,-2%,1%,-9
CO/N=C/C(C#N)=C/c1ccc(OC)cc1,1%,0,1,?,-5%,-11,3%,?,7%,-2
CCN(CC)C(=O)c1ccc(COc2ccccc2Br)o1,-1%,1,23,-13%,1%,-14,-9%,7%,3%,-4
C#CCOc1ccccc1/C=N/NC(=O)c1ccccc1OCc1ccccc1,-1%,·,26,10%,9%,-1,19%,-1%,7%,-4
OC(CN1CCCCC1)Cn1c(C(F)(F)F)nc2ccccc21 (stereo not drawn),0%,-2,-1,-24%,0%,9,-1%,-3%,1%,-8
COc1ccc(Cc2nnc(NC(=O)Nc3ccc(F)cc3)s2)cc1,-5%,0,2,-15%,2%,-3,20%,-1%,-3%,-10
O=C(CCS(=O)(=O)c1ccc(Br)cc1)N1CCN(c2ccccc2)CC1,-3%,0,6,16%,-1%,8,-2%,0%,0%,-8
O=C(Nc1cccnc1)c1ccc(-c2ccccc2)cc1,11%,-1,87*,23%,23%,·,-2%,28%,7%,-6
Cc1ccc(NC(=S)Nc2ccc3cn[nH]c3c2)cc1,·,-8,24,-15%,-2%,-4,4%,?,3%,24
CCN(CC)CCCNc1oc(/C=C/c2ccccc2)nc1C#N,i,4,3,0%,41%,4,-15%,?,·,-16
CCOC(=O)C1=C(O)CSC1=Nc1ccc(C)cc1,5%,0,22,-13%,4%,-15,6%,4%,2%,-2
CCCCn1c(N)c(N(CCC(C)C)C(=O)COC(=O)c2cccnc2OCC)c(=O)[nH]c1=O,3%,·,2,-18%,2%,-2,·,·,·,2
CCCCOC(=O)COc1ccc(Cl)cc1Cl,-3%,·,-4,·,8%,4,·,·,·,-8
Cc1ccc2nc(Nc3nc(CSc4nnc(C)s4)cc(=O)[nH]3)nc(C)c2c1,-2%,1,10,-20%,1%[11.5 µM],-22,?,-12%,-1%,-22
CN1CCN(C(=O)/C(=C/c2ccc(F)cc2)c2ccsc2)CC1,-1%,1,10,0%,-9%,3,1%,-4%,0%,-12
Cc1ccccc1CS(=O)(=O)c1cn(CC(=O)N2CCC(C)CC2)c2ccccc12,-2%,1,26,-9%,-3%,7,3%,-15%,1%,5
CC(C)(C)OC(=O)N1CCCC(C(=O)Nc2cccc(C(=O)NCCc3ccccc3)c2)C1 (stereo not drawn),-6%,·,·,12%,·,-4,·,·,·,22
O=C1CSC(=NC(=O)c2ccccc2)N1,0%,1,-1,-5%,0%,5,10%,4%,-2%,2
CCN(CC)c1ccc(/C=N/NC(=O)c2cc(C)nc3ccccc23)cc1,-10%,2,0,-22%,15%,-2,17%,?,-2%,5
CCn1c(-c2cccnc2)n[nH]c1=S,0%,4,-3,2%,-21%,-2,-2%,-3%,0%,-1
CNC(=S)N1N=C2c3ccccc3CCC2C1c1ccccc1Cl (stereo not drawn),-8%,-5,-9,-16%,1%,6,-3%,277%[activator],6%,-7
CC(C)(C)c1nnc(NC(=O)c2cccs2)s1,-10%,-4,10,13%,1%,-1,1%,0%,0%,0
COc1ccc(CNC(=O)CCC2N=C3c4ccccc4N=C(SCC(=O)NCC4CCCO4)N3C2=O)cc1 (stereo not drawn),36%[activator],-1,2,-10%,-9%,-3,-1%,3%,-7%,-18
COCCNC(=S)N1CCN(C/C=C/c2ccccc2)CC1,9%,1,15,-12%,2%,1,-2%,0%,5%,23
C#CCOCCOCCOCCNc1nc(N2CCN(C(=O)Cn3cc(CCCCN)nn3)CC2)nc(N2CCN(C(=O)Cn3cc(CCCCN)nn3)CC2)n1,7%,0,0,19%,5%,0,11%,-23%,·,-2
CCOC(=O)c1cc(C(=O)NNC(=O)c2cccc([N+](=O)[O-])c2)c(C)nc1C,-5%,·,3,8%,4%,-20,·,·,·,-12
C[C@H]1COC(=O)[C@@H](Cc2ccc(F)cc2)C/C=C\C[C@H](CC(=O)NCCO)C(=O)N1,15%,·,·,0%,7%,-4,·,·,·,1
O=C(COC(=O)Cc1ccccc1)NCc1ccc2c(c1)OCO2,0%,·,·,-19%,5%,-6,·,·,·,7
O=C(NC1CCCCCCC1)c1ccc(F)c(S(=O)(=O)N2CCOCC2)c1,4%,·,?,-24%,0%,-16,·,·,·,11
O=C(Cc1c(C(=O)O)[nH]c2ccc(Cl)cc12)Nc1ccc2c(c1)OCCO2,3%,0,-4,-5%,21%,-15,0%,-8%,-2%,2
CCOC(=O)c1sc2nc(C3CC3)cc(-c3ccc(F)cc3)c2c1N,257%[activator],3,4,-14%,2%,1,-8%,2%,0%,-1
CCc1nnc(NC(=O)c2cccc(S(=O)(=O)N3CCCCC3)c2)s1,-1%,·,0,9%,-2%,12,3%,4%,-2%,-16
CCc1nnc(NC(=O)CSc2nc3c(c(=O)n2CC)SC(C)C3)s1 (stereo not drawn),4%,-2,0,-4%,1%,-7,4%,8%,2%,22
O=C(N/C(=C/c1ccc(F)cc1)C(=O)N1CCCC1)c1ccccc1,-2%,0,2,?,1%,0,12%,0%,4%,6
NC(=N\N=Cc1ccccc1)/C(N)=N/N=Cc1ccccc1,0%,·,·,26%,·,2,·,·,·,-3
Cc1ccc(-n2nnc3c(=O)n(Cc4ccccc4C)cnc32)cc1,-4%,3,6,-1%,-6%,2,14%,4%,0%,17
Nc1c(NCCCN2CCOCC2)c2ccccc2oc1=O,0%,-19,1,-19%,-5%,4,14%,12%,0%,-1
Cc1ccc(OCCCCN2CCc3ccccc3C2)c(C)c1,1%,-2,-3,-12%,35µM*,20,8%,-8%,-2%,?

# Compound profiles, from the list above:
# CCCCn1c(N)c(N(CCC(C)C)C(=O)COC(=O)c2cccnc2OCC)c(=O)[nH]c1=O across the screens: ASM inhibitor = 3%; FBPA coupling cs = ·; TRPV1 agonist = 2; Integrin act MD = -18%; AT treatment = 2%; KCNH2 WT inh = -2; MLL CXXC-DNA inh = ·; MBNL1-CUG inh = ·; GALK inh = ·; KCNH2 3.1 inh = 2
# CCOC(=O)C1=C(O)CSC1=Nc1ccc(C)cc1 across the screens: ASM inhibitor = 5%; FBPA coupling cs = 0; TRPV1 agonist = 22; Integrin act MD = -13%; AT treatment = 4%; KCNH2 WT inh = -15; MLL CXXC-DNA inh = 6%; MBNL1-CUG inh = 4%; GALK inh = 2%; KCNH2 3.1 inh = -2

# Additional compounds.
mol,ASM inhibitor,FBPA coupling cs,TRPV1 agonist,Integrin act MD,AT treatment,KCNH2 WT inh,MLL CXXC-DNA inh,MBNL1-CUG inh,GALK inh,KCNH2 3.1 inh
Cc1ccc(CNC(=S)NC2CCCCC2)cc1,2%,-4,?,?,-2%,-11,1%,-2%,0%,-19
O=C1N[C@@H](Cc2c[nH]c3ccccc23)COC(=O)[C@@H](Cc2ccc(F)cc2)C/C=C\C[C@H]1CC(=O)N(CCO)Cc1ccccc1,-29%,·,·,-46%[inhibitor],7%,-34,·,·,·,-38
COc1cc(N/C=C2\CC(=O)NC(C)=C2C#N)cc(OC)c1OC,50%[activator],-23,-6,-3%,-7%,-6,8%,6%,-2%,-24
Cc1ccccc1NC(=S)N(Cc1ccccc1)Cc1cccnc1,-1%,2,1,1%,-1%,6,0%,-6%,0%,-14
CCCNC(=O)C(Cc1cccc(C#N)c1)NC(=O)c1ccc(C#N)cc1 (stereo not drawn),5%,·,-2,1%,4%,22,·,·,·,-15
O=Cc1cccn1-c1c(C(=O)O)cnn1-c1ccccc1,5%,1,-2,14%,0%,-2,2%,1%,-1%,-12
COc1cc(NC(=O)c2ccco2)c(OC)cc1NC(=O)CSc1nnc(-c2cccs2)n1C,11%,-3,-3,-10%,3%,-8,-5%,7%,3%,20
COc1ccccc1/C=C/C=N/NC(=O)CCn1nnc2ccccc21,0%,1,-5,-17%,3%,-12,19%,?,-2%,5
COc1cccc(-c2nnc(-c3ccccc3[N+](=O)[O-])o2)c1,-5%,0,9,4%,-4%,5,-10%,5%,-2%,-30
COc1cc(C(=O)O)ccc1OC(C)=O,3%,11,1,-9%,0%,-8,-5%,13%,0%,0
Cc1ccccc1OCCC(=O)Nc1cc(S(=O)(=O)N2CCCCC2)ccc1N1CCN(C)CC1,1%,·,·,-58%[inhibitor],·,29,·,·,·,-26
CCOc1cc([N+](=O)[O-])cc(/C=N/NC(=O)c2c(-c3ccccc3)noc2C)c1O,-13%,0,-6,-8%,11%,-11,-3%,7%,2%,-6
